Screens (PubChem BioAssay)
WRN inhibitor: blocks human WRN helicase; WRN helicase unwinding, fluorescent forked duplex, kinetic; 360,000 compounds, 0.46% hits; Potency, µM (doses to about 114 µM), without a hit: at the highest dose activity change, negative = inhibition, most hits filed as inhibitors; AID 651768; Q14191; further: potency means the concentration at half of the fitted maximal effect; on the % scale 0 is the no-effect control and ±100 the full control effect; nearly all actives have a fitted effect of over 55% in size
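Fluorescence dequenching readout, ex 525 nm/em 598 nm, kinetic mode: forked duplex DNA (100 nM final) with adjacent fluorophore and quencher unwound by WRN (20 nM final) with 2 mM ATP. Compound preincubation 15 min, room temperature.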
FUS yeast rescue: FUS proteinopathy suppression in yeast; S. cerevisiae FUS-expressing, growth rescue, OD600, 24 h; Potency, µM (top dose mostly 76.6 µM), for the others: at the top dose growth rescue (activation), actives largely listed as activators; 390,000 compounds, 0.24% hits; AID 1347120;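 further: potency means the concentration at half of the fitted maximal effect; plate controls were DMSO vehicle for no effect and reference control for full effect; nearly all actives have a fitted effect of over 55% in size; some results filed as inactive show a strong effect at the top dose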
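Yeast FUS proteinopathy model; galactose-induced FUS (2%), starting OD 0.005. Cpds in dilution series, 24hr, 30C, 99% humidity. Abs 600 nm growth. Pos ctrl CP55940 (top 92uM final); neg ctrl DMSO.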
EPAC1 agonist: agonists of human EPAC1; EPAC1 agonist qHTS, biochemical assay; response scale: 100% = response to 6.5 mM cAMP; Potency, µM (top dose mostly 154 µM), without a hit: at the highest dose activation, actives largely listed as activators; AID 720707; 360,000 compounds, 0.073% hits; O95398; further: potency means the concentration at half of the fitted maximal effect; nearly all actives have a fitted effect of over 60% in size
Target sequence (O95398 whole entry, looked up): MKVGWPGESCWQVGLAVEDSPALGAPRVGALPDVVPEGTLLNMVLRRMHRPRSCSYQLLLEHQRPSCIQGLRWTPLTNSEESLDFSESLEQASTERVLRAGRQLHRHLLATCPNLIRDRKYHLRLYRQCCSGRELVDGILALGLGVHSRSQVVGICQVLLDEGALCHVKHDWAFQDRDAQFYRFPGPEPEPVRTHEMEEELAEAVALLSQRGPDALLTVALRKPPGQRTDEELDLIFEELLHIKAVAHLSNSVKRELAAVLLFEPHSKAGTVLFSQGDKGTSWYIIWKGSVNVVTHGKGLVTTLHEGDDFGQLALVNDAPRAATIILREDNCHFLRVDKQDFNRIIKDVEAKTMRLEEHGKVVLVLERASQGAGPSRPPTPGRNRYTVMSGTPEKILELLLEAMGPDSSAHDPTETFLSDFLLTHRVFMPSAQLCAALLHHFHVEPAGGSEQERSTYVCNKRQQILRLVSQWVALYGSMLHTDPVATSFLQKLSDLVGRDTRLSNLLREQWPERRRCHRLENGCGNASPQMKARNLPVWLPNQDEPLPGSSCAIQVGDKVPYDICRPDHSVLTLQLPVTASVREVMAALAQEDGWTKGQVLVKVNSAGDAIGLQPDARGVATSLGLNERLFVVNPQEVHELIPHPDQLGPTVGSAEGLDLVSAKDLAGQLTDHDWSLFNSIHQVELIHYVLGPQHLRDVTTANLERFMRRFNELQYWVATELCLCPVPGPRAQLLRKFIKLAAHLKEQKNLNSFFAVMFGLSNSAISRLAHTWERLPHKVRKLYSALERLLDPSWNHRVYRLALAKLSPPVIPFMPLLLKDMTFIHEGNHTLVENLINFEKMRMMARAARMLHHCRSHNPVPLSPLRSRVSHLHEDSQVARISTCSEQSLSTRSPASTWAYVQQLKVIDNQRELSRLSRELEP
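Nucleotide exchange assay: 100 nM EPAC1 with 250 nM Rap1B loaded with BODIPY-GDP and 50 uM GDP, room temperature. Fluorescence (480/540 nm) read every 5 min for 30 min; signal change normalized to 6.5 mM cAMP as full agonist.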
IL2 activator: activates IL-2 in a cell-based reporter assay | IL-2 activation reporter assay, cell-based qHTS; stimulated with anti-CD3/CD4/CD28 beads; in transgenic mouse T cells | activation, % (series mostly up to about 46 µM) | 360,000 compounds, 0.065% hits | AID 652025; in the data active means activation above about 50%; inconclusive means mostly about 30% to 49%; further: 0% is about no effect
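Unstimulated transgenic mouse T cells; 60-min compound exposure; bead-based TCR/CD4/CD28 stimulation; 18 h culture, 37 degrees C; dual fluorescence (EGFP, DsRed) plate cytometry.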
PI5P4Ka inh: blocks human PI5P4K alpha kinase activity; P48426; PI5P4Kalpha enzyme, ADP-Glo luminescence, 60 min; active compounds read low; max response, %; 330,000 compounds, 1.2% hits; active means max response of -50% or lower; inconclusive means between -30% and -50%; inactive means -30% or higher; further: value at the top dose of about 77 µM; on the % scale 0 is the no-effect control and ±100 the full control effect
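ADP-Glo luminescence end-point read after a 60 min room-temperature kinase reaction of PI5P4Kalpha plus substrate, initiated with ATP at 5 microM final. Buffer: 0.038 M HEPES pH 7.4, EGTA, 0.1% CHAPS, 5% DMSO.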
EPAC1 antagonist: antagonists of human EPAC1; Potency, µM (series often up to 115 µM), for the others: top-dose activity change, negative = inhibition, hits mostly inhibitors; O95398; 360,000 compounds, 0.14% hits; EPAC1 GEF assay, Rap1b-BODIPY-GDP exchange fluorescence;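 further: potency means the concentration at half of the fitted maximal effect; plate controls were vehicle for no effect and positive control for full effect; nearly all actives have a fitted effect of over 50% in size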
PLK1 PBD inh: inhibitors of human PLK1 polo-box domain binding; 360,000 compounds, 2.8% hits; Plk1 PBD binding of FITC phosphopeptide, fluorescence polarization; P53350; AID 720504; Potency, µM, for the others: max response, negative = inhibition, actives largely listed as inhibitors; further: potency means the concentration at half of the fitted maximal effect; series mostly up to about 57 µM; on the % scale 0 is the no-effect control and ±100 the full control effect; nearly all actives have a fitted effect of over 65% in size
Abeta rescue: restores growth of yeast expressing A-beta42 peptide | yeast expressing A-beta42, growth rescue, OD600, 48 h; response scale: 0% DMSO, 100% iron-clioquinol control | Potency, µM (titrated, usually from 46.1 µM), for the others: top-dose growth rescue, usual class: activators | 410,000 compounds, 0.063% hits | AID 1347071; further: potency means the concentration at half of the fitted maximal effect; nearly all actives have a fitted effect of over 55% in size
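Yeast growth medium received pinned compounds, then yeast cells expressing toxic A-beta were added; plates incubated at 30 C for 48 hr. Growth read as absorbance at 600 nm, normalized to DMSO and equimolar FeCl3 plus clioquinol controls.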
An asterisk follows results filed as active; ? = inconclusive; · = no result given; & = joins results of further samples; [ ] = remark or other dose. Unless noted, the call rests on the fitted dose curve; in most records, active means well fitted curve in the direction sought with a large enough effect; inconclusive means small, poorly fitted or top-dose-only effect, or another doubt; inactive means no such curve, though single readings can be large; an effect the other way counts as inactive or inconclusive. An unsorted share of the library, and some 4.1% of all compounds hit somewhere here.

SMILES | WRN inhibitor | FUS yeast rescue | EPAC1 agonist | IL2 activator | PI5P4Ka inh | EPAC1 antagonist | PLK1 PBD inh | Abeta rescue
COc1cc([N+](=O)[O-])c2nc(C(=O)O)ccc2c1 | -2% | · | 1% | -0.4 | ? | 3% | -9% | -8%
Cc1nn(CC2CC2)c(=O)n1-c1ccc(Oc2ccccc2)cc1 | 0% | 17% | -8% | -4.7 | -7 | -26% | -6% | -12%
CCCS(=O)c1nc(C)cc(C)c1S(C)(=O)=O (stereo not drawn) | 8% | -16% | 9% | -2.1 | 1 | 10% | -6% | -7%
COc1ccccc1-c1nnc(NC(=O)c2ccc(S(=O)(=O)N3CCCC3)cc2)o1 | -1% | 41% | -11% | 0.8 | 0 | -3% | 1% | 36%
CC(C)COC(=O)N1CCCC1C(=O)O (stereo not drawn) | -6% | -2% | 0% | -0.8 | · | -4% | -7% | 1%
O=C1CC(C2CCCO2)C(=O)N1c1ccc(Cl)c(Cl)c1 (stereo not drawn) | -6% | -9% | 6% | -4.1 | 0 | 2% | -4% | -20%
Cc1c(Cl)cccc1NC(=O)CCC(=O)NNC(=O)c1ccccc1Cl | -3% | 6% | -4% | -3.2 | · | 19% | -4% | -4%
Cc1ccc(C(=O)OCC(=O)NC(=O)NCc2ccccc2)cc1C | 7% | -18% | -9% | 0.0 | 3 | -2% | 5% | -3%
CC(C)C[C@H]1CNC(=O)C(=O)N1CC1CCN(CCC(C)c2ccccc2)CC1 (stereo partly drawn) | -5% | -1% | -4% | 0.1 | 0 | -5% | -7% | -15%
Cc1ccc2c(c1)[C@H]1[C@H](CO2)[C@H](c2ccccc2)[C@]2(C)C(=O)N(Cc3ccc(F)cc3)CC(=O)N12 | -10% | 33% | -15% | 1.0 | 2 | -17% | -17% | 16µM*
Cc1cc(C)cc(N(CC(=O)NC2CCCC2)C(=O)CCC(=O)Nc2cc(C)ccn2)c1 | -11% | -8% | -10% | 3.2 | 3 | 7% | -3% | -5%
O=c1c2ccccc2nc(COc2ccccc2)n1/N=C/c1cc([N+](=O)[O-])ccc1O | -16% | · | 9% | -0.3 | -4 | -1% | -10% | -20%
O=C(NCC(=O)N1CCCCC1)c1ccc(Cl)cc1Cl | 0% | 13% | -6% | 0.7 | 0 | 3% | -7% | -4%
Cc1ccc2c(c1)c1ncnc(N3CCc4ccccc4C3)c1n2C | -33% | 24% | 15% | -0.2 | -1 | -13% | -15% | -41%[inhibitor]
COc1cc(/C=C2\N=C(c3c(-c4ccccc4)noc3C)OC2=O)ccc1OC(C)=O | -1% | 29% | 2% | -2.4 | -13 | 17% | 5% | 1%
COc1ccc(/C=C2\SC(=O)N(CCNC(=O)Cn3[nH]c(=O)c4ccccc4c3=O)C2=O)cc1 | 4% | 23% | -1% | 0.5 | -7 | -10% | -25% | -6%
COc1ccc(-c2noc(CCC(=O)NC3CCCCC3)n2)cc1 | 5% | 4% | 6% | -1.6 | 2 | -16% | 10% | 4%
C[C@H]1Cn2cnc(C(=O)NCC(=O)OC(C)(C)C)c2C(=O)N1 | 6% | -23% | -4% | -0.4 | -3 | -8% | 0% | 1%
CCOC(=O)[C@]12CCCC=C1N(Cc1cccc3ccccc13)C(=O)[C@H](CC(=O)N1CCOCC1)C2 | -5% | 45% | 2% | -0.2 | 1 | -5% | -2% | 0%
O=C(C[C@H]1C[C@H](C(=O)N2CCCCC2)[C@@]2(CCc3ccccc3)c3[nH]c4ccc(Cl)cc4c3CCN2C1=O)NCc1ccco1 | -8% | 43% | -6% | -0.5 | -3 | -17% | -3% | 14%
COc1ccc(C(=O)C2CCCN(C(=O)c3cccnc3OC)C2)c(C)c1 (stereo not drawn) | 0%[57.1 µM] | 10% | 6% | -1.5 | 0 | -3% | 3% | -7%
COc1ccc(Cl)cc1N/C(N)=N/c1nc(CSc2ccc(C)cc2)cc(=O)[nH]1 | -3% | 7% | 11% | 0.8 | · | 4% | -9% | -21%
CS(=O)(=O)N1CCc2cc(-c3csc(NC(=O)Cc4cccs4)n3)ccc21 | -10% | ? | 4% | -1.0 | · | -3% | -1% | 4%
CCOc1ccc(OCc2cccc(C(=O)N3CCCC3)c2)cc1 | -21% | 35% | 0% | -1.0 | · | -1% | -2% | -27%
CN(C)S(=O)(=O)c1ccc(N2CCCC2)c(C(=O)Nc2nc(-c3cc(F)ccc3F)cs2)c1 | -23% | · | -9% | -4.3 | 3 | -15% | -7% | -2%
COc1ccc2[nH]c(=O)c(CN(CC3CCCO3)S(=O)(=O)c3ccccc3)cc2c1 (stereo not drawn) | 6% | 16% | 1% | 0.9 | -7 | -28% | -12% | 2%
CCOC(=O)C(C)C(C)=O (stereo not drawn) | 16µM* | -41% | 4% | 0.1 | 7 | 20% | -10% | -17%
CC(C)n1c2ccccc2c2cc([N+](=O)[O-])ccc21 | -3% | 0% | 8% | -0.7 | -5 | -3% | -3% | -3%
O=C(/C=C/Nc1ccccc1F)c1cccs1 | -1% | · | 3% | -0.4 | 1 | -5% | 2% | -48%[inhibitor]
O=C(NCc1cccnc1)c1ccc(Cl)c(S(=O)(=O)N2CCOCC2)c1 | -11% | · | -7% | 1.5 | 1 | -15% | 3% | -12%
COc1ccc(NC(=O)c2cc([N+](=O)[O-])ccc2O)cc1 | -19% | -26% | -4% | -4.0 | -26 | -17% | -4% | -79%[inhibitor]
Cc1cccc(N(C)C(=S)Oc2ccc3ccccc3c2)c1 | -6% | -4% | -16% | -0.3 | 21 | 18% | -8% | -3%
CC(C)N1CCN(Cc2nc3c(s2)CCCC3)CC1CCO (stereo not drawn) | 15% | 5% | 1% | -0.7 | -2 | 10% | 5% | 7%
CCCc1cc(=O)oc2cc(OCC(=O)NCc3ccccn3)ccc12 | 2% | -9% | 14% | 0.5 | -2 | -21% | -4% | ·
Cc1ccc(C)c2[nH]c(=O)c(CN(CCN3CCCC3)C(=O)Nc3cccc(Cl)c3)cc12 | -3% | 35µM* | -11% | -0.4 | -3 | -8% | -12% | ?
Cc1csc(C(C)N(C)C(=O)CCc2nnc(CCc3ccccc3)o2)n1 (stereo not drawn) | 5% | -11% | 2% | 0.0 | -9 | 11% | -9% | 2%
Cc1nc(-c2ccncc2)sc1C(=O)Nc1ccc(Cl)cc1 | -16% | -6% | -7% | -3.5 | 0 | 1% | -8% | 0%
COc1ccc(NC(=O)CSc2nc3nc(C)cc(C)c3c(=O)[nH]2)cc1OC | -30% | · | 7% | -4.1 | -6 | 10% | -8% | -13%
Cc1ccc2nc(-c3ccc(NC(=O)COCC(=O)O)cc3)sc2c1 | -27% | 1% | 1% | -0.3 | -5 | -7% | -23% | -13%
CCOC(=O)c1ccc(S(=O)(=O)NNC(=O)c2cccc(N(C)C)c2)cc1 | 2% | 13% | 1% | 1.2 | 1 | -20% | -12% | 0%
Cc1ccc2nc3c(c(C(=O)OC4CCOC4=O)c2c1)CCCC3 (stereo not drawn) | 2% | 35% | -6% | 1.6 | 4 | 10% | -5% | -32%
Cc1cc(C)cc(C(=O)NCC(=O)OCC(=O)NCc2ccco2)c1 | 1% | -21% | -8% | -2.6 | 1 | 5% | -2% | -8%
N/C(=N\OC(=O)COc1ccccc1Cl)c1ccc(Cl)cc1 | -1% | -12% | 4% | -0.2 | 16 | 7% | -4% | 5%
Cc1ccc(-c2nc3c(Cl)cc(C(F)(F)F)cn3c2Cc2ccccc2C(F)(F)F)cc1 | 6% | -13% | -9% | -0.3 | -4 | -2% | -1% | -1%
O=C(c1ccccc1)N1CCN(c2ccc(NCc3ccc4c(c3)OCO4)cc2)CC1 | 0% | 18% | -3% | -0.8 | -3 | -6% | 6% | 5%
CCOC(=O)Cc1c(C)nc2c(-c3ccc(Cl)cc3)cnn2c1C | -8% | 6% | 9% | -1.8 | 10 | -4% | 19µM* | 9%
Cc1cn(C(=O)C(C)N2C(=O)c3ccccc3C2=O)c(C)n1 (stereo not drawn) | 2% | -19% | -4% | -2.8 | · | -1% | -1% | 2%
COc1ccc2c(c1)c1ncn(Cc3ccccn3)c(=O)c1n2C | 3% | 20% | 4% | 1.4 | 0 | -8% | -17% | -5%
O=C(NCCCN1CCOCC1)c1cccc(S(=O)(=O)N2CCOCC2)c1 | -4% | -15% | 3% | 1.2 | 0 | 13% | -2% | 3%
O=C(CCCl)N1c2ccccc2C=Cc2ccccc21 | -5% | -1% | -7% | -0.1 | -2 | -11% | 2% | -19%
O=C(O/N=C1/CCCc2occc21)c1ccc(F)cc1 | 3% | -12% | -14% | 2.3 | -58* | -19% | 12µM* | -24%
COc1ccc(-c2cc3nc(NCc4ccc(N(C)C)cc4)n(C)c(=O)c3s2)cc1OC | -8% | 28% | 11% | -1.0 | 0 | 3% | -6% | 6%
Cc1cc(C)n(CCC(=O)Nc2ccc(-c3ccno3)cc2)n1 | -4% | -5% | 6% | 0.4 | -2 | -7% | -8% | ·
COCCOC(=O)c1c(C)oc2ccc(NS(=O)(=O)c3cccs3)cc12 | -17% | 28% | 4% | 1.3 | -26 | -7% | -3% | -4%
CCOC(=O)C1CCCN(c2c(NCCc3ccc(S(N)(=O)=O)cc3)c(=O)c2=O)C1 (stereo not drawn) | -2% | -15% | -11% | -2.0 | -7 | 14% | 4% | -5%
CC(=O)Nc1ccc(NC2=CC(=O)CC(C)(C)C2)cc1 | -23% | -1% | 9% | 0.5 | -6 | -14% | -8% | 5%

Going on with the list.
SMILES | WRN inhibitor | FUS yeast rescue | EPAC1 agonist | IL2 activator | PI5P4Ka inh | EPAC1 antagonist | PLK1 PBD inh | Abeta rescue
O=C(Cc1cccs1)Nc1nnc(-c2ccc(F)cc2)s1 | -5% | -7% | 1% | -0.3 | 0 | -25% | 1% | 4%
O=C(COc1ccccc1)Nc1c(Cl)ccc2nsnc12 | 2% | 2%&-13% | 5% | -0.8 | 6 | 1% | 0% | -5%&0%
CCc1nc(C)cn1S(=O)(=O)c1cc(C)c(OC)cc1C | 2% | -35% | -9% | -0.8 | 0 | -23% | -2% | 23%
O=C(c1ccc(Cl)cc1Cl)N1CCN(c2ccccn2)CC1 | 9% | -5% | -2% | 0.4 | -3 | -13% | -11% | -7%
C=CCn1c(=O)c2ccccc2n2c(SCC(=O)NCc3cccs3)nnc12 | 6% | 12% | -2% | -0.6 | 2 | -2% | 1% | 2%
O=C(CCOc1ccccc1)Nc1ccccc1 | 1% | 3% | -4% | -0.1 | 10 | 4% | 2% | 13%
COc1ccc(CCNC(=O)CSc2ccccc2)cc1OC | -4% | · | 1% | -3.1 | 5 | -15% | -1% | -5%
